# Tn7 DDE FP: inhibitors of Tn7 peptide binding to human fibrin DD(E). FP displacement of FITC-Tn7 peptide from fibrin DD(E); 0% = median of compound wells per plate. 0.13% of 370,000 active. P02675. AID 720508. inhibition, % at 8.3 µM;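 active = inhibition above the mean of compounds falling within the control limits plus 3 SD of them, cut at about 14% in these data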;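 also: 0% = plate median of compound wells and 100% = 10 µM Aha-Tn7 peptide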
# Target sequence (P02675 whole entry, looked up): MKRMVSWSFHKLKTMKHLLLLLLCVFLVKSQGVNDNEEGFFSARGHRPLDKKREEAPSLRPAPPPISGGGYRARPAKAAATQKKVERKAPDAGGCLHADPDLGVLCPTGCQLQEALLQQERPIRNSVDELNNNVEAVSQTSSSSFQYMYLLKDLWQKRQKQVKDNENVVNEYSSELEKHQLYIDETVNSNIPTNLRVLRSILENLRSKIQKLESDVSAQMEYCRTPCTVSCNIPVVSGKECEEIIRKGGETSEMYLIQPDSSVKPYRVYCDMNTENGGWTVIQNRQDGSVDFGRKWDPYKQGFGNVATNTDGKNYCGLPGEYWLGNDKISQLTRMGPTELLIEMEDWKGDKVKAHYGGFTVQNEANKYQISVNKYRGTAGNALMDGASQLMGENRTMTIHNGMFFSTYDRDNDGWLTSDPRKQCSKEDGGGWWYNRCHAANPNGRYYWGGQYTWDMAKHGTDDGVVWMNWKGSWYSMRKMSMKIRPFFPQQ
#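 Measure: % inhibition scaled between sample-field median and high-control FP; Test system: human fibrin DD(E); Quantity: 2 µM final DD(E) protein; Doses: one dose, 8.3 µM nominal; Schedule: compound with protein 10 min, then 3 h after probe, room temperature; Detection: fluorescence polarization; Medium: Tris buffer with calcium and detergent, pH 7.8.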
# SIAE inh: blocks human sialic acid acetylesterase; inhibition, % at 9.66 µM; SIAE FP-Rh probe binding, fluorescence polarization; 0.69% of 370,000 active;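 active = inhibition above a cutoff: mean of compounds within the control limits plus 3 SD of those, cut at about 17% in these data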;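 also: 0% = plate median of compound wells and 100% = probe without SIAE protein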
# ADAM17 inh: ADAM17 inhibition, QFRET primary screen; P78536; recombinant ADAM17, EDANS/DABCYL FRET peptide cleavage; inhibition, % at 6.95 µM; 0.83% of 370,000 active; AID 720648;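 active = inhibition above the mean of compounds lying between control limits plus 3 SD, set per campaign, cut at about 8.5% in these data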;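 also: 0% = DMSO-only wells as the low control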
# Target sequence (P78536 215-824 limits assumed): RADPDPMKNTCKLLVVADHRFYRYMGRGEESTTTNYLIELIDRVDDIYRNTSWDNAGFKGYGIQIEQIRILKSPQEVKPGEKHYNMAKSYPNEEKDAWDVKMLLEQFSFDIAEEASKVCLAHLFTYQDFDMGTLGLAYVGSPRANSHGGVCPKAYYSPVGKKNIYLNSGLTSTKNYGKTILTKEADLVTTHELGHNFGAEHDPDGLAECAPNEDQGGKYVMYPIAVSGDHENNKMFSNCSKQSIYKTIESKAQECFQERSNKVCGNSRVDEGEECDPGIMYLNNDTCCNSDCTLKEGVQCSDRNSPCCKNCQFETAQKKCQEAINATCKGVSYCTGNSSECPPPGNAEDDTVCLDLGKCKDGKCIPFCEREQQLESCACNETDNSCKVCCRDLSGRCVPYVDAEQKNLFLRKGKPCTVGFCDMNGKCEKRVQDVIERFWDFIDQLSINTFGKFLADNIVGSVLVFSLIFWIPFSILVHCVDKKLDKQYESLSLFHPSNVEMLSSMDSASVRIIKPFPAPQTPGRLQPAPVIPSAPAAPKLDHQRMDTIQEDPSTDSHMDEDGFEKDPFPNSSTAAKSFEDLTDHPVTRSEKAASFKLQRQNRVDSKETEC
# Tn6 DDE FP: inhibitors of Tn6 peptide binding to human fibrin DD(E) | Fibrin DD(E) TRITC-Tn6 fluorescence polarization displacement | 0.21% of 370,000 active | inhibition, % at 8.3 µM | AID 720509;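 active = inhibition above a per-campaign cutoff: mean of compounds within control limits plus 3 SD, cut at about 15% in these data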;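 also: 0% = median of all compound wells on the plate and 100% = blocking peptide control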
# ADAM10 inh: ADAM10 inhibition, QFRET primary screen. inhibition, % at 7 µM. AID 720582. recombinant ADAM10, EDANS/DABCYL FRET peptide cleavage, 3 h. 0.62% of 370,000 active. O14672;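 active = inhibition above a per-campaign cutoff equal to the mean of compounds falling between control-based bounds plus 3 SD, cut at about 20% in these data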;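 also: 0% = DMSO wells while the 100% control is not disclosed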
# PLC-gamma1 inh: blocks human PLC-gamma1 enzyme activity | P19174 | 0.84% of 370,000 active | inhibition, % at 12.2 µM | purified PLC-gamma1, fluorogenic substrate, fluorescence; in the data active = inhibition above about 9.5%
# ASAP1 inh: blocks human ASAP1-stimulated Arf1 GTP hydrolysis; AID 624377; 0.19% of 360,000 active; inhibition, % at 16.5 µM; GDP FP detection; Q9ULH1; in the data active = inhibition above about 25%;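 also: 0% = vehicle with enzyme and substrate and 100% = no enzyme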
# ARFGAP1 inhibitor: inhibitors of rat ARFGAP1; Q62848; Arfgap1-stimulated ARF1 GTP hydrolysis, GDP FP detection; inhibition, % at 16.5 µM; 0.26% of 360,000 active;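 active = inhibition above a per-plate limit, mean inhibition of low control wells plus 3 SD, cut at about 25% in these data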;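 also: 0% = DMSO wells with enzyme and 100% = wells lacking Arfgap1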
#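 Replicates: Single well per compound | Assay system: Truncated rat Arfgap1 GAP domain | Control set: No-Arfgap1 wells (100%) versus DMSO full-reaction wells (0%) | Times: Enzyme reaction 120 min at 25 °C after 20 min preincubation | Reagent: Human ARF1(Δ1-17)-GTP substrate | Measured by: Tracer-displacement fluorescence polarization with EDTA stop, 620/688 nm | Measure: Percent inhibition of Arfgap1-stimulated GTP hydrolysis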
# TDP2 absorb: TDP2 (human) inhibition, absorbance primary screen; recombinant TDP2, T5PNP hydrolysis, p-nitrophenol absorbance 415 nm; 0.34% of 370,000 active; inhibition, % at 12.8 µM; AID 720702; O95551;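 active = inhibition above the mean of all tested compounds plus 3 SD, set per campaign, cut at about 25% in these data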;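 also: 0% = DMSO with enzyme and 100% = buffer with substrate but no TDP2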
#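 System – recombinant human TDP2 · Amount – 120 nM TDP2 per well · Buffer or medium – Mg2+-containing Tris-HCl buffer, pH 7.5 · Reagent – T5PNP substrate, 5 mM · Dosing – 12.8 µM single point, 1% DMSO · Incubation – 2 h at 37 °C · Measured by – epi absorbance · Read-out basis – percent inhibition · Benchmarks – high control without enzyme, low control DMSO plus TDP2 · Repeats – singlicate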
# PLCb3 inh: PLC-beta3 (human) inhibition, primary screen; Q01970; Purified PLC-beta3, fluorogenic substrate, fluorescence; inhibition, % at 12.2 µM; 0.18% of 370,000 active; AID 720704; in the data active = inhibition above about 11%;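 also: 0% = median of compound wells on plate and 100% = full blocker control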
# The depositor's hits bear a star; . = no result given.
SMILES,Tn7 DDE FP,SIAE inh,ADAM17 inh,Tn6 DDE FP,ADAM10 inh,PLC-gamma1 inh,ASAP1 inh,ARFGAP1 inhibitor,TDP2 absorb,PLCb3 inh
CC(OC(=O)CCC(=O)c1cccs1)C(=O)Nc1ccccc1[N+](=O)[O-] (configuration not stated),-3,7,-1,-1,-2,1,5,7,6,-4
CCCCc1nc2cc(C(=O)N3CCC(OC)CC3)ccc2o1,5,-5,0,5,1,1,-3,-6,-1,1
COc1cccc(/C=C/C(=O)NCCc2ccc3c(c2)OCCO3)c1,3,-2,-2,3,-13,-2,2,-5,-2,-1
CCN(CCC#N)c1ccc(/C=N/Nc2nc(C)cc(=O)[nH]2)c(C)c1,-3,2,-13,-8,-68,-23,5,13,3,-25
O=C(Cn1nc(-c2ccccc2)c2ccccc2c1=O)NCC1CCCO1 (configuration not stated),4,-4,-5,-9,-3,-2,-3,7,9,0
Cc1[nH]c2ccc(C(=O)NC3CCC(C)CC3)cc2c1C (configuration not stated),-2,0,-4,-4,0,-32,-2,6,-8,-59
CC1Cc2cc(S(=O)(=O)N3CCCCC3C)ccc2N1C(=O)C1CCC1 (configuration not stated),-4,0,5,-5,-3,1,6,-6,-3,-5
COc1ccc(OC)c(S(=O)(=O)N(CCc2ccc(OC)c(OC)c2)Cc2cccs2)c1,-1,-6,5,4,8,2,.,.,4,3
CC(CC(=O)O)CC(=O)Nc1nncs1 (configuration not stated),-1,-2,-2,4,7,-2,-6,11,-5,4
CCCCSCCCNC(=O)CCCN1C(=O)c2ccccc2Sc2ncccc21,4,-1,4,6,-2,2,-2,-10,-1,-5
Cc1cc2nc(SCCOC(=O)Nc3ccccc3)nc(C)c2cc1C,4,-5,5,5,2,0,4,11,4,0
Cc1ccccc1Nc1n[nH]c(C)c1[N+](=O)[O-],-6,-5,3,-2,14,9,3,3,-17,3
CN(CC(=O)Nc1ccccc1Br)C(=O)CN1CCN(c2ccccc2Cl)CC1,-2,3,-2,5,-8,-2,-9,-5,0,-1
CCC(C)NS(=O)(=O)c1ccc(NC(=O)C2CCN(C(=O)c3ccco3)CC2)cc1 (configuration not stated),-1,3,2,0,5,4,-9,-2,-6,-3
COc1ccc(C(C)(O)c2nc(-c3ccc4c(c3)OCO4)cs2)cc1 (configuration not stated),-2,-1,4,4,15,0,1,18,2,4

# Another view of some results above:
CC1Cc2cc(S(=O)(=O)N3CCCCC3C)ccc2N1C(=O)C1CCC1 (configuration not stated)
  Tn7 DDE FP: -4; SIAE inh: 0; ADAM17 inh: 5; Tn6 DDE FP: -5; ADAM10 inh: -3; PLC-gamma1 inh: 1; ASAP1 inh: 6; ARFGAP1 inhibitor: -6; TDP2 absorb: -3; PLCb3 inh: -5

COc1ccc(OC)c(S(=O)(=O)N(CCc2ccc(OC)c(OC)c2)Cc2cccs2)c1
  Tn7 DDE FP: -1; SIAE inh: -6; ADAM17 inh: 5; Tn6 DDE FP: 4; ADAM10 inh: 8; PLC-gamma1 inh: 2; ASAP1 inh: .; ARFGAP1 inhibitor: .; TDP2 absorb: 4; PLCb3 inh: 3

# More compounds
SMILES,Tn7 DDE FP,SIAE inh,ADAM17 inh,Tn6 DDE FP,ADAM10 inh,PLC-gamma1 inh,ASAP1 inh,ARFGAP1 inhibitor,TDP2 absorb,PLCb3 inh
Cc1cccc(OCC(=O)Nc2ccccc2-c2ccccc2)c1,3,-1,0,3,8,0,-1,10,-2,1
CCCCN1C(=O)C(=O)N(CC(=O)Nc2ccccc2C(=O)OCC)C1=O,-3,-2,-4,0,-9,1,3,-3,-17,-7
CCOC(=O)C1(CCCc2ccccc2)CCN(C(=O)c2ccoc2)CC1,3,2,0,-1,3,1,1,0,-3,3
COc1cccc(C(=O)NCCNC(=O)c2cnccn2)c1,-7,-6,1,-2,4,-1,5,5,-7,-1
CCOC(=O)c1c(NC(=O)C(=O)N/N=C(\C)c2ccc(OC)cc2)sc2c1CCCCC2,-7,-7,0,3,-7,-7,-4,-6,-3,-9
O=C(CSc1nc2ccccc2c(=O)n1Cc1ccco1)NCCN1C(=O)CSC1=O,2,3,-4,0,5,-1,13,11,21,-5
O=C(Nc1cccs1)OC1CC2CC1[C@H]1CCCCN1C2 (some centres not stated),-2,10,1,4,2,0,.,.,-2,-1
Cc1cccc(NC(=O)/C(C#N)=C/c2cn(CC(=O)NCc3ccco3)c3ccccc23)c1,-4,-63,0,6,4,0,9,23,-6,0
Cc1cc(=O)oc2cc(OCC(=O)N3CCN(c4ccccc4)CC3)c(Cl)cc12,8,-1,-5,4,0,-2,5,6,6,-12
CCNC(=O)NC(=O)C(C)OC(=O)C(C)(C)Oc1ccc(Cl)cc1 (configuration not stated),-6,-2,0,5,-3,0,-3,11,13,4
O=C(CCc1nc2ccccc2c(=O)[nH]1)NNC(=O)COc1cccc(F)c1,-5,-6,-1,4,-4,2,3,-4,-6,1
COc1ccc(CNS(=O)(=O)c2ccc(F)c(C(=O)Nc3ccc(OC)cc3)c2)cc1,1,-3,5,-4,-1,2,17,1,-11,-5
CC1(C)CC(=O)CC(=NCC(=O)O)C1,3,1,-7,6,-24,-9,10,-9,2,-12
CC(C)(O)C#Cc1ccc(N2C(c3ccsc3)=Cc3ccc(F)cc3C2c2c[nH]c3ccc(C#N)cc23)cc1 (configuration not stated),4,-3,-5,2,-6,-11,-1,13,6,-20
COCCNC(=O)CN1CCCCCC1,-3,10,1,0,3,4,-5,0,-11,-2
Cc1oc(C(=O)O)cc1COc1cccc2ccccc12,0,1,-3,11,4,-2,3,2,-3,-5
COc1cc(/C=N/Nc2ccccc2[N+](=O)[O-])cc(OC)c1O,-1,17,0,-3,0,5,6,-1,1,5
CCCOc1nccc2c1n(C)c(=O)n2C,-2,0,0,0,-4,0,.,.,-5,3
C/C(=C\c1ccco1)C1C(C#N)=C(N)Oc2n[nH]c(-c3ccc(C)cc3)c21 (configuration not stated),3,2,0,-2,0,-15,3,-1,7,-16
CCOC(=O)[C@]12CCCC3=C1N(CCC3)C(=O)[C@@H](CC(=O)N1CCN(C(=O)C3CC3)CC1)C2,1,-4,-3,-2,-3,2,.,.,8,1
O=C(NCC(c1cccnc1)N1CCN(c2ccc(F)cc2)CC1)C1CCCCC1 (configuration not stated),5,2,-4,0,2,0,11,13,-3,1
CN(C)CCCN(C(=O)C1COc2ccccc2O1)c1nc2cc3c(cc2s1)OCO3 (configuration not stated),6,-1,-4,6,0,-2,-6,-3,-12,-2
COc1ccccc1Nc1nc(NCC2CCCO2)c2ccccc2n1 (configuration not stated),-5,3,1,7,1,-10,-6,2,-16,-14
Cc1ccc2nc(NC(=O)C3=NN(c4ccccc4)C(=O)CC3)sc2c1,1,-7,1,-5,2,-30,6,-4,3,-43
CCOc1ccc(CCNC(=O)COC(=O)Cn2nc(C)c([N+](=O)[O-])c2C)cc1OCC,2,-5,-6,3,-3,-1,8,8,-5,-5
CC1(C)NC(=O)N(c2ccccc2Cl)C1(C)NO (configuration not stated),-1,1,0,2,8,1,2,-6,-3,2
O=S1(=O)CC(N2CCN(Cc3ccccc3F)CC2)CN1Cc1cn(Cc2ccc(Cl)cc2)nn1 (configuration not stated),2,1,1,-7,3,4,-1,9,-6,4
CCCCn1c(SCC(=O)OCC)nc2c(sc(=S)n2-c2ccccc2OC)c1=O,-2,-11,4,-4,13,4,8,7,7,1
Cc1c(O)c2ccccc2n(-c2ccccc2)c1=O,0,2,-18,-3,-58,-11,-7,1,-12,-16
Cc1ccccc1-c1nc(C(=O)NCC2CCCO2)cc2c1[nH]c1ccccc12 (configuration not stated),-1,-1,-55,-2,-248,-31,1,-1,0,-46
Cc1noc(C)c1CSCC(=O)N(C)CC(=O)Nc1cccc(F)c1,-2,-1,0,-6,-3,0,9,-9,-13,-3
COC(=O)[C@]12C[C@H](CC(=O)NCc3cccs3)C(=O)N(Cc3ccc(Cl)cc3Cl)C1=C[C@H](COCc1ccccc1)O[C@@H]2C,1,0,7,2,14,1,.,.,4,1
COCc1c(C(=O)N/N=C(\C)c2ccncc2)nnn1-c1nonc1N,2,3,-4,1,-8,3,0,5,1,-4
CC(=O)OCCc1[nH]c2ccccc2c1C,-4,0,-2,-3,-4,0,1,-3,1,-2
Cc1ccccc1-n1c(SCc2csc(Nc3ccccc3)n2)nnc1-c1cccnc1,-10,1,1,9,6,-2,7,15,7,-3
O=C(O)/C=C/C(=O)N(Cc1ccc2c(c1)OCO2)C1CC(=O)N(CCc2ccccc2)C1=O (configuration not stated),-6,-5,0,4,1,3,3,3,4,3
CC(C)(C)OC(=O)NC1CNNC1=O (configuration not stated),-3,3,-5,1,2,0,9,4,5,-3
CCN(CC(N)=O)S(=O)(=O)c1ccc(F)cc1,5,3,2,-9,-2,6,-7,1,-9,9
COc1nc(OC)nc(N2CCC(C(=O)N(C)Cc3ccccc3F)CC2)n1,-12,1,3,9,3,4,.,.,-6,1
Cc1cc(C)n(-c2nc3ccccc3c(=O)n2OCc2ccc(F)cc2)n1,-5,0,4,-6,6,4,9,9,-15,5
CCOC(=O)N1CCN(C(=O)CNS(=O)(=O)c2c(C)cc(C)cc2C)CC1,1,4,-2,-10,-5,-3,-10,-5,-4,-6
COc1ccc2cc(CN(CC3CCCO3)S(=O)(=O)c3ccccc3Cl)c(=O)[nH]c2c1 (configuration not stated),11,7,-16,-1,-31,-2,17,-5,0,-4
CCOc1ccc(CNc2ccc(N3CCN(Cc4ccccc4)CC3)cc2)cc1,3,6,-3,-10,-1,-1,4,2,11,-8
COc1ccc(C(CCN2CCCC(C)C2)c2c(OC)cc(OC)c3c(-c4ccccc4)cc(=O)oc23)cc1 (configuration not stated),-10,0,0,-5,-5,-128,-6,3,-12,-181
Cc1cc2cc(CN(Cc3ccc4c(c3)OCO4)Cc3nnnn3C3CCCC3)c(=O)[nH]c2cc1C,3,-7,-6,1,2,-2,-1,0,-1,-4
CC(=O)OCC1=C(C(=O)O)N2C(=O)C(NC(=O)c3ccc(COc4cccc(Cl)c4Cl)o3)C2SC1 (configuration not stated),-5,-14,1,1,2,0,-6,1,20,-10
CC[C@]12c3[nH]c4cc(-c5ccco5)ccc4c3CCN1C(=O)[C@@H](CC(=O)NCCCn1ccnc1)C[C@@H]2C(=O)N1CCN(C(=O)c2ccco2)CC1,-1,2,-65,2,-228,-217,-4,4,6,-276
N#C/C(=C\c1cccnc1)C(=O)Nc1cccc(Cl)c1,8,-5,-2,-2,-9,-2,12,2,-7,-10
O=C(NC1CCCCC1)C1CC(=O)N(c2cccc([N+](=O)[O-])c2)C1 (configuration not stated),1,-3,-1,4,-2,1,-8,14,-9,1

# The order is random (roughly 3.6% active in at least one column).
